Bioassay records as filed in PubChem.
Rat MKP-3 inhibitors: MKP-3 phosphatase inhibitors, primary screen, biochemical, rat enzyme, in vitro (AID 425). recombinant MKP-3 phosphatase activity, fluorescence; higher % means a stronger effect. one-dose inhibition, % at 20 µM; IC50 in µM for titrated hits. hit rate 0.17% among 110,000; in the data active = inhibition above about 50%;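 note: plate controls were vehicle for no effect and reference inhibitor for full effect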
Hsp70 displacement: Hsp70 inhibitors, probe displacement, primary screen, biochemical, fluorescence polarization (AID 583); displacement, % at 20 µM, or IC50 in µM where a hit was titrated; hit rate 0.06% among 140,000; Hsp70 fluorescence polarization probe displacement, mP; higher % means a stronger effect; in the data active = displacement above about 50%;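 note: plate controls were vehicle for no effect and reference ligand for full effect; a part of the inactive calls stands beside numbers as strong as those of hits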
An asterisk follows results filed as active; x = not tested or not shown; & = joins results of further samples. This is a subset, so the mix of outcomes need not match the whole.

Screens in order – Rat MKP-3 inhibitors, Hsp70 displacement
1: CCSc1nnc2n(-c3ccc(C)cc3)c(=O)c3c4c(sc3n12)CCCC4
    3.2%, -2.5%
2: COc1cc(/C=C2\SC(NC(C)=O)=NC2=O)cc2sc(=O)oc12
    5.3%, 3.1%
3: CSc1ccccc1NC(=O)c1nn2c(c1Br)NC(c1cccs1)CC2C(F)(F)F (stereo not given)
    3.6%, 4.6%
4: Cc1ccc(S(=O)(=O)NCCc2ccncc2)cc1
    0.3%, 6.9%
5: COc1cc(/C=N/Nc2nc(Nc3ccccc3)nc(N3CCOCC3)n2)ccc1OCc1ccccc1
    2.9%, 2.8%
6: CC1(C(=O)NC2CCCCC2)CCC(=O)N1Cc1cccnc1 (stereo not given)
    -13.8%, 1.8%
7: COCc1nnc(NC(=O)CCC2CCCCC2)s1
    -7.6%, -1.1%
8: COc1ccc(/C=C/C(=O)Nc2ccc([N+](=O)[O-])cc2OC)cc1
    6.1%, -1.3%
9: O=C(c1ccccc1)N1CCN(C(=O)c2cc3ccccc3o2)CC1
    x, -0.5%
10: COc1ccc(C(=O)NC(=S)N2CCCCC2)cc1
    x, -0.8%
11: CCn1c(SCC(=O)OCc2ccccc2)nnc1-c1ccco1
    2.9%, 4.4%
12: N/C(=N\OC(=O)C12CC3CC(CC(C3)C1)C2)c1ccccn1
    1.6%, -7.0%
13: CC(N/C=C1/CC(=O)NC1=O)c1ccccc1 (stereo not given)
    -1.3%, x
14: CN1CC2=Cc3ccccc3OC23Oc2ccccc2C=C3C1
    -6.9%, 1.9%
15: CNC(=O)c1ccc(OCc2ccccc2)c(OC)c1
    -21.6%, x
16: NS(=O)(=O)c1ccc(CNS(=O)(=O)c2ccc([N+](=O)[O-])cc2)cc1
    -1.7%, 3.1%
17: CC1=NN(c2ccc([N+](=O)[O-])cc2)C(=O)/C1=C\N(C)C
    -3.3%, 1.1%
18: CCC(=O)N/C(=N/c1nc(C)cc(C)n1)Nc1ccc(OC)cc1
    x, 6.8%
19: CCc1nnc(NS(=O)(=O)c2ccc(NC(=S)NC(=O)/C=C/c3ccc(C(C)C)cc3)cc2)s1
    7.9%, 0.1%
20: CC1(C)CC(=O)C2=C(C1)OC(N)=C(C#N)C21C(=O)N(Cc2ccccc2Cl)c2ccccc21 (stereo not given)
    x, 9.0%
21: COc1cccc(C(=O)NC2(C(F)(F)F)N=C3SCCN3C2=O)c1 (stereo not given)
    -12.6%, -2.3%
22: Oc1cccc(Nc2ncnc3ccccc23)c1
    -6.3%, 0.0%
23: O=C(Cn1ccc2ccccc2c1=O)NCCC(=O)N1CCN(c2cccc(C(F)(F)F)c2)CC1
    -7.3%, 0.3%
24: CCCn1c(NC(=O)C2CCN(S(=O)(=O)c3cccs3)CC2)nc2ccccc21
    -6.7%, -0.8%
25: CCNc1nc(NC(C)C)nc(OCCNS(=O)(=O)c2cc(C)ccc2C)n1
    -1.5%, -2.8%
26: C=C1C2(C(=O)NCc3ccco3)CCC(C2)C1(C)C (stereo not given)
    -5.9%, -2.7%
27: CCCn1c(C)cc(=O)c2cc(NC(=O)c3cnccn3)ccc21
    -0.3%, -5.7%
28: Cc1cccc(N2CCN(C(=O)C3CCCN(S(=O)(=O)c4c(C)noc4C)C3)CC2)c1C (stereo not given)
    -4.6%, x
29: CCOC(=O)c1c(NC(=O)CSc2nnc(Cc3csc(N)n3)n2C)sc(C)c1C
    -10.3%, 5.4%
30: COc1ccc(OC)c(NC(=O)c2cccc3c(Br)cccc23)c1
    6.6%, 3.5%
31: Cc1ccc(CN2C(=O)CCC2C(=O)NCc2ccco2)cc1 (stereo not given)
    5.9%, -0.7%
32: O=C1Nc2cc(Cl)c(Cl)cc2N(O)N1c1cccc(Cl)c1
    x, -1.0%
33: CSC1=NC2(CC(c3ccccc3)Oc3cc(O)ccc32)CC(C)(C)N1 (stereo not given)
    x, -3.2%
34: CN1CCC(=NNC(=O)c2cc3ccccc3cc2O)CC1
    15.7%, 8.1%
35: COc1cc(NC(=O)CSc2ccc3c(c2)OCCO3)cc(OC)c1OC
    x, 8.8%
36: COc1ccc2cc(CN(Cc3cccnc3)S(=O)(=O)c3ccccc3)c(=O)[nH]c2c1
    6.3%, -0.7%
37: Cc1cccc(Nc2ccccc2C(=O)NCc2ccco2)c1C
    x, 0.8%
38: COc1cccc(/C=C2\SC(=O)N(CCC(=O)Nc3c(C)n(C)n(-c4ccccc4)c3=O)C2=O)c1
    -0.2%, -1.1%
39: COc1ccc(Cn2nnnc2CN2CCc3ccccc3C2)cc1
    x, -3.6%
40: CC(C)(C)SCCNC(=O)c1ccc(Cl)c(S(=O)(=O)N2CCOCC2)c1
    x, 1.9%
41: COC(=O)C1=C(C)Nc2ncnn2C1c1ccccn1 (stereo not given)
    -0.8%, -0.2%
42: Cc1c(Cl)cccc1NC(=O)CC1NCCNC1=O (stereo not given)
    x, -1.9%
43: O=S(=O)(Nc1ccc(Cl)cc1)c1ccc2c(c1)OCCO2
    0.3%, -0.3%
44: CC(=O)NCCCc1nc2ccccc2n1Cc1ccc(C)cc1
    x, -7.0%
45: CCOC(=O)C(=CC1=C/C(=C/N(C)C)C(=O)O1)C(=O)OCC
    5.0%, -13.1%
46: CCOC(=O)c1c(C)[nH]c(C)c1C(=O)COC(=O)c1ccc(S(=O)(=O)N(CC)CC)cc1
    x, 2.7%
47: Cn1c(=O)c2[nH]c(CNCc3ccccc3Cl)nc2n(C)c1=O
    x, 0.4%
48: COc1ccccc1N1CCN(c2nnc(-c3ccc(F)cc3)c3ccccc23)CC1
    x, -4.2%
49: COc1cc(/C=C/C(=O)N(C)c2ccccc2C(=O)O)cc(OC)c1OC
    x, 1.2%
50: O=S1(=O)N=C(N2CCOCC2)c2ccccc21
    -1.0%, -5.7%
51: CC(C)c1ccc(/C=C2\SC(=S)N(Cc3ccccc3)C2=O)cc1
    2.4%, -1.1%
52: C=CCNC(=O)NC(=S)c1ccccc1
    1.5%, -0.3%
53: O=C(O)c1ccccc1C(=O)N1CCN(C(=O)c2ccccc2C(=O)O)CC1
    1.7%, -2.9%
54: O=C(O)c1cc(-c2ccccc2)n(-c2ccccc2C(=O)O)n1
    -4.0%, -0.6%
55: Cc1ccc(C(=O)Nc2ccc(S(=O)(=O)N=C(N)N)cc2)cc1
    0.6%, -0.4%
56: CCc1ccc2oc(-c3cccc(NC(=O)/C=C/c4cccc([N+](=O)[O-])c4)c3)nc2c1
    3.6%, -9.5%
57: Cc1ccc(N(CC(=O)Nc2ccc3ccccc3c2)S(C)(=O)=O)cc1Cl
    0.7%, 0.9%
58: COCCCNC(=O)c1oc2ccc(S(=O)(=O)N(C)C3CCCCC3)cc2c1C
    -3.8%, -2.5%
59: CC(COc1ccccc1)NC(=O)c1nn2c(C(F)(F)F)cc(-c3ccccc3)nc2c1Br (stereo not given)
    -5.1%, 4.0%
60: O=C(Nc1cccnc1)c1cccc(C(=O)Nc2cccnc2)n1
    1.1%, -2.3%

Next section
Screens in order – Rat MKP-3 inhibitors, Hsp70 displacement
61: CCn1cc(Br)c(C(=O)Nc2cccc(SC)c2)n1
    -5.7%, -3.7%
62: CN1CC(=O)N(C)c2nc(Br)n(C)c2C1=O
    -8.1%, -2.7%
63: COc1ccc(-c2nc(N3CCCC3)[nH]c(=O)c2C#N)cc1
    -2.9%, -2.5%
64: CCOC(=O)Cc1csc(NS(C)(=O)=O)n1
    x, -0.8%
65: Cc1ccc(NC(=O)c2ccc(C(=O)N(C(C)C)C(C)C)cc2)cc1
    3.0%, 1.6%
66: COc1ccc2nc3oc(C(=O)N4CCN(c5cccc(Cl)c5)CC4)cc3cc2c1
    9.2%, -4.0%
67: Nc1nonc1-c1noc(CCCN2C(=O)c3ccccc3C2=O)n1
    -11.6%, 3.1%
68: CCOc1ccc(CN2CCN(c3cc(C)nc4c5c(C)cc(C)nc5nn34)CC2)cc1
    0.5%, -1.3%
69: CCOc1ccc(N(C(C)C(=O)Nc2ccc(OC)cc2)S(C)(=O)=O)cc1 (stereo not given)
    -3.9%, -2.4%
70: O=C(NC(=S)Nc1cccc(SC(F)(F)C(F)(F)C(F)(F)F)c1)c1cccs1
    1.4%, 4.4%
71: COC(=O)C1=C(C)N(c2cccc(C)c2)C(=O)/C1=C\c1ccc(C(=O)O)cc1
    2.3%, 5.3%
72: CCCn1c(SCC(=O)Nc2c(CC)cccc2CC)nnc1C(C)C
    -0.7%, -0.7%
73: CCC1CCc2c(sc(N)c2C#N)C1 (stereo not given)
    0.0%, -1.3%
74: COCc1cc(C)nc(NCCO)c1C#N
    x, -1.4%
75: CC(Oc1cccc(Cl)c1)C(=O)NCc1ccncc1 (stereo not given)
    1.9%, 1.0%
76: O=C(NCCNC(=O)c1c(O)c2ccccc2oc1=O)c1ccccc1
    1.1%, -0.3%
77: CCCC(C(=O)NCc1ccco1)N(C(=O)CNS(=O)(=O)c1ccccc1)c1ccccc1OC (stereo not given)
    1.7%, -0.3%
78: NC(=O)c1ccc2c(c1)OCCO2
    -16.0%, 1.1%
79: COc1ccc(OC(=O)c2cccc([N+](=O)[O-])c2)c(C(=O)/C=C/c2cccs2)c1
    x, -1.7%
80: CCOC(=O)N1CCC(NCCNC(=O)c2ccccc2)CC1
    -3.8%, 1.4%
81: CSc1nnc(-c2cnccn2)n1C
    0.6%, 1.9%
82: Cc1nc2sc(C#N)c(N)c2c(C)c1CC(=O)c1ccccc1
    0.2%, -0.2%
83: c1csc(-c2nc3ccccc3[nH]2)c1
    5.3%, 5.0%
84: Cc1ccccc1OCCOc1ccc(/C=c2\sc3nc4ccccc4n3c2=O)cc1
    -0.5%, 1.7%
85: O=C(Nc1cccc(F)c1)Nc1cccc(NC(=O)Nc2cccc(F)c2)c1
    -2.4%, 4.7%
86: CC(=O)CC1C(C#N)=C(N(C)C)N(c2ccc([N+](=O)[O-])cc2)c2c1n(C)c1ccccc21 (stereo not given)
    0.5%, 1.6%
87: CCNc1nc(NC(C)C)nc(Oc2ccc(OCCOc3ccccc3)nn2)n1
    -5.0%, -0.8%
88: CCOc1ccccc1C(=O)NC1CC2CCCC(C1)N2C1CC1 (stereo not given)
    -6.8%, -2.3%
89: O=C(NCCN1CCN(C(=O)c2ccc(Cl)cc2)CC1)c1ccc(Cl)cc1
    1.1%, -1.4%
90: CS(=O)(=O)C1=C(O)C(=O)N(c2ccccc2)C1c1ccccc1 (stereo not given)
    -8.1%, -4.4%
91: CCOC(=O)CN(C(=O)CSc1nnc(-c2ccncc2)n1CCCN(C)C)c1ccccc1
    0.7%, 8.2%
92: COC(=O)c1ccc(NC(=O)c2ccc(C(=O)Nc3ccc(C(=O)OC)cc3)cc2)cc1
    -0.3%, -4.5%
93: CCn1c(CCNC(=O)c2ccc(Cl)cc2)nnc1SCC(=O)NC1CCCC1
    -7.4%, 1.2%
94: O=[N+]([O-])c1ccc2c(c1)S(=O)(=O)NC2=NCCCN1CCOCC1
    2.2%, 1.6%
95: Clc1ccc(-c2ccc(-c3nn4c(-c5ccco5)nnc4s3)o2)cc1
    -12.3%, 7.0%
96: CC(=O)c1c(C)oc2c1C(=O)c1ccccc1C2=O
    5.7%, 0.5%
97: COC(=O)C1=C(C)N(c2ccc(F)cc2)/C(=C/c2ccc(O)cc2)C1=O
    5.4%, -5.3%
98: Cc1ccccc1OCC(=O)N1CCN(c2ccc([N+](=O)[O-])cc2)CC1
    2.2%, 3.2%
99: CCCc1nc2ccccc2c(C(=O)O)c1CC
    x, 5.4%
100: CCc1c(C)nc2[nH]nc(-c3ccccc3)n2c1=O
    -2.6%&-2.7%, -1.2%&5.7%
101: O=C(c1cccc(F)c1)N1CCN(c2ccc([N+](=O)[O-])cc2)CC1
    4.3%, -0.4%
102: Cc1nc(N2CCN(Cc3ccccc3)CC2)nc2c1C(=O)CCC2
    2.6%, -1.7%
103: CC1CCN(S(=O)(=O)c2ccc(S(=O)(=O)N3CCCN(Cc4ccccc4)C3)cc2)CC1
    x, 2.0%
104: Cc1ccc(OCCN2C(=O)CSC2=O)cc1
    1.9%, 0.8%
105: Cc1cccc(C)c1OCCCSC#N
    1.3%, -3.8%
106: COc1ccc(-n2c(=S)[nH]c3sc4c(c3c2=O)CC(C)(C)SC4)cc1
    0.9%, -2.2%
107: C=CCOc1ccc(C(=O)N(Cc2ccc(N(C)C)cc2)C2CCS(=O)(=O)C2)cc1 (stereo not given)
    0.2%, -0.4%
108: O=C(NCc1ccco1)c1ccccc1NS(=O)(=O)c1ccc(Br)s1
    x, 1.7%
109: Cc1ccc(OCCNC(=O)CCc2ccccc2)cc1C
    4.6%, -1.9%
110: O=[N+]([O-])c1ccc(-c2noc(COc3cccc4ccccc34)n2)cc1
    0.8%, -2.7%
111: O=C1c2ccccc2NC(c2ccc(Cl)c(Cl)c2)N1Cc1ccco1 (stereo not given)
    -1.0%, 1.0%
112: Cc1[nH]nc2c1C(=O)CCC2
    -1.8%, -1.1%
113: Cc1ccc(C2=[N+]([O-])C3(CCCCC/C3=N\O)N(O)C2(C)C)o1 (stereo not given)
    -8.8%, -0.9%
114: O=C(CSc1ncccc1-c1nc2ccccc2[nH]1)NC1CC1
    -4.8%, -2.4%
115: O=C(C1CCC(=O)N1Cc1ccccc1Cl)N1CCN(c2cccc(Cl)c2)CC1 (stereo not given)
    -5.2%, -6.9%
116: CC(C(=O)NCc1ccccc1)N1C(=O)CN(C)C(=O)c2ccccc21 (stereo not given)
    -2.7%, -1.0%

Rewritten bar-delimited: entries from further up.
No. | molecule | Rat MKP-3 inhibitors | Hsp70 displacement
106 | COc1ccc(-n2c(=S)[nH]c3sc4c(c3c2=O)CC(C)(C)SC4)cc1 | 0.9% | -2.2%
9 | O=C(c1ccccc1)N1CCN(C(=O)c2cc3ccccc3o2)CC1 | x | -0.5%
112 | Cc1[nH]nc2c1C(=O)CCC2 | -1.8% | -1.1%
105 | Cc1cccc(C)c1OCCCSC#N | 1.3% | -3.8%
13 | CC(N/C=C1/CC(=O)NC1=O)c1ccccc1 (stereo not given) | -1.3% | x
111 | O=C1c2ccccc2NC(c2ccc(Cl)c(Cl)c2)N1Cc1ccco1 (stereo not given) | -1.0% | 1.0%
